# Platelet DG rel = modulates dense granule release in human platelets; inhibition, %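 (compounds screened at 7.5 µM in platelet-rich plasma)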; 300,000 tested, 0.22% active; AID 1663; human platelet-rich plasma, SFLLRN dense granule ATP release, luminescence;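 active = mean replicate score, as percent of positive control, at or above 50; inconclusive = mean below 50 but at least one replicate at or above 50; inactive = mean and every replicate below 50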
# GSK3beta inhib = blocks human GSK3beta kinase activity; GST-GSK3beta kinase, ADP-Glo luminescence, 60 min; hits give low values; activity score (negative = inhibition), % at 10 µM; 300,000 tested, 0.038% active;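 active = more than half of replicate wells score below -50%, meaning over 50% inhibition versus plate controls; inconclusive = some replicates but at most half score below -50%; inactive = no replicate scores below -50%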;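 note: 0% = median DMSO wells and -100% = median GW8510 positive control wells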
# Target sequence (P49841 whole entry, looked up): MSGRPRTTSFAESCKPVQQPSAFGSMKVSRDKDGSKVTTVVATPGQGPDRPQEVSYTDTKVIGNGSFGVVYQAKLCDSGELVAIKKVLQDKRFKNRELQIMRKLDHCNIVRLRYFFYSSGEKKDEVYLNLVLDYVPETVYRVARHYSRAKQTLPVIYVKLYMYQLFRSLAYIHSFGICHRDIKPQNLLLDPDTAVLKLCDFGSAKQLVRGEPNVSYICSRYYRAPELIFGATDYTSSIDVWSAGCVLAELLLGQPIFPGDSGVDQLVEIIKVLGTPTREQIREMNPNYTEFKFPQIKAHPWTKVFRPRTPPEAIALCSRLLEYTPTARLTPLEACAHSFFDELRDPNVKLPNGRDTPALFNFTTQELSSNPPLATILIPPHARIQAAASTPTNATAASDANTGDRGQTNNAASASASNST
#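 test system = GST-tagged human GSK3beta kinase, cell-free | reagent = 25 µM ATP with peptide substrate | dosing = one dose of 10 µM per compound | schedule = 60 min reaction, RT | detection = luminescent ADP-Glo measurement of ADP formed | control set = DMSO neutral wells and GW8510 at 20 µM as positive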
# aSyn 5UTR inh = MLPCN primary screen, SNCA 5' untranslated region; alpha-synuclein 5'UTR reporter, inhibitor activity; inhibition, % (tested at 7.5 µM); 300,000 tested, 0.82% active; in the data active = inhibition above about 60%; inconclusive = no clear call, values can overlap the other calls;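 note: H4 neuroglioblastoma cells stably carrying SNCA 5'UTR luciferase fusion; 0% = DMSO wells and 100% = positive control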
# GSK3 alpha inh = human GSK-3 alpha kinase inhibition; P49840; ADP-Glo luminescence, 60 min; inhibition, % at 10 µM; 320,000 tested, 0.1% active; AID 2650;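 in the data active = inhibition above about 50%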;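 note: GST-tagged GSK-3 alpha with peptide substrate and 25 µM ATP; 0% = DMSO neutral wells and 100% = GW8510 positive control wells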
# Target sequence (P49840 whole entry, looked up): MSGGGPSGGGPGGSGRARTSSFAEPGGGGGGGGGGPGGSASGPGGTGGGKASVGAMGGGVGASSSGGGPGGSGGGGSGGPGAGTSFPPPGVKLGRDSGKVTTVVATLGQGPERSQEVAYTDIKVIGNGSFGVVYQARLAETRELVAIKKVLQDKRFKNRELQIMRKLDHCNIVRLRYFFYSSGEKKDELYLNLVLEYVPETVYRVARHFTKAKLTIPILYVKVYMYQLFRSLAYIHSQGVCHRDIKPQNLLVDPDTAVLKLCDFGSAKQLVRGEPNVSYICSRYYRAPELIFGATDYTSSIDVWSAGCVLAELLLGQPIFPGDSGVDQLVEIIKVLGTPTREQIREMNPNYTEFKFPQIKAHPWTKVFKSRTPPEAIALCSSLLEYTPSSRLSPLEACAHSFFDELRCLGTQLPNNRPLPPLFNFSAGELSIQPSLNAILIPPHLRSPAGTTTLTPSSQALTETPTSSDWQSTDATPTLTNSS
# HSF-1 act = increases HSF-1 driven luciferase reporter signal | activation, % at 9 µM | NIH3T3-HGL HSF-1 luciferase reporter, MG132, 8 h; 100% = twice DMSO control signal | 300,000 tested, 1.7% active;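 active = mean replicate activation of at least 50% with a set share of replicates each reaching 50%; inconclusive = only one of those two conditions met; inactive = mean below 50% and too few replicates reaching it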;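 note: 0% = median of the neutral control wells and 100% = twice that signal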
# KLF5 inh = suppresses KLF5 promoter-driven expression; DLD-1 KLF5 promoter-luciferase reporter, luminescence; inhibition, % at 5 µM; 290,000 tested, 0.23% active;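 active = inhibition above a per-plate limit of that plate's mean compound inhibition plus 3 SD, cut at about 60% in these data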;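 note: 0% = DMSO wells and 100% = LY294002 at 200 µM; higher means less KLF5 promoter-driven luciferase light; inactives centre near -14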
# HSP90 inh = blocks HSP90-mediated luciferase refolding in reticulocyte lysate | Rabbit reticulocyte lysate, luciferase refolding luminescence, 3 h | inhibition, % at 5.6 µM | 290,000 tested, 0.91% active;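 active = inhibition above the screen-wide mean plus 3 SD, computed separately per campaign, cut at about 16% in these data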;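 note: 0% = DMSO wells and 100% = 60 µM geldanamycin wells; inhibitors lower the luminescence because luciferase stays unfolded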
# DYRK1A inh = blocks rat Dyrk1A kinase activity; 310,000 tested, 0.43% active; AID 504441; ADP-Glo luminescence, NFATc1 peptide; Q63470; inhibition, % at 12.5 µM; in the data active = inhibition above about 50%;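 note: plate controls were vehicle with enzyme for no effect and no enzyme for full effect; many of its hits are not listed in these tables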
# IEC-6 tox = kills IEC-6 intestinal cells in KLF5 counter-screen. IEC-6 cytotoxicity, luminescence viability. inhibition, % at 5 µM. 290,000 tested, 0.78% active. AID 1825; in the data active = inhibition above about 22%;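 note: 0% = plate median of test compound wells and 100% = cytotoxic reference compound wells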
# HSF1 inhib = HSF1 inhibition. NIH3T3-HGL HSE-luciferase, MG132-induced, luminescence 8 h; hits give low values. activity change, negative = inhibition, % at 7.5 µM (by protocol). 300,000 tested, 0.77% active. AID 2098;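 active = more than half of replicate wells show activity change below -50%, luminescence cut by over half; inconclusive = some wells, but at most half, below -50%; inactive = no replicate well below -50%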;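 note: luciferase reports HSF-1 transcriptional activity via heat shock element; 0% = median of DMSO wells and -100% = zero luminescence signal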
# Starred values were filed as active, the others as inactive; ? = inconclusive; / = not tested or not shown.
SMILES,Platelet DG rel,GSK3beta inhib,aSyn 5UTR inh,GSK3 alpha inh,HSF-1 act,KLF5 inh,HSP90 inh,DYRK1A inh,IEC-6 tox,HSF1 inhib
CN(C)C(=O)C[n+]1ccc(C(N)=O)cc1,6,3,0,-3,-2,22,3,-3,-4,0
O=C(CSc1nnc2ccccn12)Nc1cccc(S(=O)(=O)N2CCOCC2)c1,-21,-3,9,-3,-7,-6,-4,3,2,-6
COc1ccc(CCC(=O)Nc2nc3ccccc3[nH]2)cc1OC,-2,3,-22,-2,13,-27,-2,10,-3,5
CCOC(=O)c1ccc(N2C(=O)c3n[nH]c(C)c3C2c2ccc(OC)cc2)cc1 (stereo not drawn),4,2,24,/,10,2,4,-3,8,15
COC(=O)c1cc(-c2ccc(OC)c(OC)c2)on1,23,2,-9,1,-11,-8,3,-1,1,-5
CCn1cc(/C=N\NC(=O)c2ccc(F)cc2)cn1,-3,-1,-17,0,33,-1,0,-4,13,7
C=CCN1C=C2C(=O)C(C)(OC(=O)CCc3ccccc3)C(=O)C=C2C=C1c1ccc(C#N)cc1 (stereo not drawn),-1,1,6,12,10,/,/,8,/,-2
O=C(CNS(=O)(=O)c1ccc(F)c(Cl)c1)N1CCCC1,-4,-3,11,0,4,-8,2,/,-4,5
Cc1nc(-c2ccccc2)nc2[nH]c(-c3ccccc3)cc(=O)c12,-1,0,-5,2,10,-20,4,13,-5,-3
CCOC(=O)CSc1nc2c(c(=O)n1-c1ccc(OC)cc1)SCC2,-2,2,22,-3,-15,24,1,-6,-7,-4
COc1ccc(NC(=O)CCCc2ccccc2)cc1OC,0,-2,-136,-4,4,-76,-1,9,-3,17
CC1(C)CC(=O)C(C=NCCN2CCN(C3CC(=O)N(c4ccc(Br)cc4)C3=O)CC2)=C(O)C1 (stereo not drawn),1,1,4,0,-7,-12,0,3,3,-4
NNC(=O)c1cc2ccccc2cc1O,-4,2,20,-2,11,2,0,0,6,-3
CCNCc1cc(Br)c(OCC(=O)Nc2ccccc2)c(OC)c1,-4,1,-16,0,-6,-25,-1,-1,8,-1
COc1ccc(S(=O)(=O)N2CCCC2C(=O)Nc2ccc(C(C)=O)cc2)cc1 (stereo not drawn),2,4,-19,/,-9,-38,-4,-6,-2,0
S=C(c1ccc2c(c1)OCO2)N1CCOCC1,8,-2,5,-1,-2,-17,8,14,4,-5
Cc1ccc(C)c(C(=O)C(C)Sc2nc3nn(-c4ccccc4)c(=O)c-3c3n2CCCCC3)c1 (stereo not drawn),-4,-1,4,0,2,-9,2,-5,2,6
CN1CCC(N(C)C(=S)NC(=O)c2cc(-c3cccc(Br)c3)nc3ccccc23)CC1,-11,3,15,0,0,2,-1,16,0,-4
Cn1c(=O)cc(SCC(=O)N2CCCC2)c2ccc(Cl)cc21,-8,-3,13,1,26,-25,3,0,4,1
Cc1ccc(NC(=O)c2cccnc2)cc1S(=O)(=O)N(C)C,2,-3,-10,-1,1,7,1,1,3,0
Cc1ccc(-n2cc(C(=O)c3ccccc3O)cn2)cc1,7,-5,14,-1,-79,-184,31*,-58,1,-77*
Cc1nc([N+](=O)[O-])c(Sc2nc3ccc([N+](=O)[O-])cc3[nH]2)n1Cc1ccccc1,2,1,7,-1,48,15,5,8,16,46
O=C(NC(=S)Nc1ccccc1N1CCCC1)c1ccc([N+](=O)[O-])cc1,-2,2,-8,1,11,-40,1,-3,1,1
CCCCN(C)C(=O)CCC(=O)NNc1nc2ccccc2c2nc(C)nn12,-3,-1,5,-2,7,-25,0,2,0,-3
S=C(NCc1ccc(Cl)cc1)NCc1ccccn1,-13,-1,/,-1,/,-20,-1,-2,2,/
CCOC(=O)C1=C(COC(=O)/C=C/c2cc(Br)ccc2F)NC(=O)NC1C (stereo not drawn),7,0,-16,-2,-3,/,/,2,/,-3
CCCNC(=O)CSc1n[nH]c(=O)n1CCc1ccccc1,-2,-3,-9,9,-8,-25,-1,3,4,1
COc1ccc(Cc2nnc(NS(=O)(=O)c3ccc(Cl)cc3)s2)cc1OC,0,5,14,-3,/,-23,0,2,-2,/
CCOC(=O)C1CCN(C(=O)CSC2=NCCS2)CC1,4,/,-25,-3,-9,1,-1,-3,2,-5
CCOC(=O)c1[nH]c2ccc(Cl)cc2c1-c1ccccc1,1,-2,13,-2,16,8,5,1,2,1
O=C1CCCC(O)=C1N=Nc1ccc(C(=O)O)cc1,0,-1,-8,5,-16,2,0,12,-30,1
CCN(CC)c1ccc(C2=NNC(=O)CC2C)cc1[N+](=O)[O-] (stereo not drawn),55*,1,98*,7,38,-30,-1,7,-1,8
COc1ccc(-c2cnnn2-c2ccc(NC(=O)c3ccc(S(=O)(=O)N4CCCCC4)cc3)cc2)cc1,6,-1,21,-3,11,18,0,2,12,-3
CCN(CC)CC(=O)N1c2ccccc2Sc2ccccc21,3,1,-2,-2,9,-2,-1,-2,0,1
COc1ccc(NS(=O)(=O)c2cc(NC(=O)C3CCCO3)ccc2N2CCCC2)cc1 (stereo not drawn),-1,4,8,0,17,-10,-1,-1,2,6
Cc1sc2ncnc(NCCCN3CCCC3=O)c2c1C,-2,-10,10,37,-11,-3,1,-5,4,-2
CCC(C)NC(=O)C1CCN(S(=O)(=O)N2CCOCC2)CC1 (stereo not drawn),-2,4,2,-1,7,-4,0,-5,-5,-7
O=C(NCC(c1cccnc1)N1CCN(c2ccc(F)cc2)CC1)c1ccco1 (stereo not drawn),-1,0,-35,3,0,1,4,8,2,-3
O=C(CCN1C(=O)C2CCCCC2C1=O)Nc1nc(-c2ccc(F)c(F)c2)cs1 (stereo not drawn),-3,2,-26,-1,-3,-60,-3,0,-2,-1
c1ccc2c(c1)Cn1nc(Cc3nc4c(s3)CCCC4)nc1-2,1,0,-79,-1,36,-69,-1,5,0,7
O=C(Cc1ccc(F)cc1)Nc1cccc(-c2ccc3nncn3n2)c1,2,-1,26,-2,14,-6,-1,-5,-7,-1
COc1ccc(C(=O)CSc2nnc(-c3ccco3)c(-c3ccco3)n2)cc1,2,1,-36,/,1,-8,4,5,-24,-6
COC(=O)c1cccc(NC(=O)c2ccc3c(c2)C(=O)N(Cc2cccnc2)C3=O)c1,-10,0,10,0,-9,3,-2,-9,0,-5
CN1CCc2c(sc(NC(=O)c3cc(Cl)sc3Cl)c2C(N)=O)C1,2,-2,-35,-1,-20,-11,-3,/,5,-17
Cc1cccc(NC(=O)Nc2nnc(N3CCCCC3C)s2)c1C (stereo not drawn),-16,2,-24,2,-6,-29,1,4,2,-6

# Filtered by structure: the entries above containing a thiophene ring, fused or not (2)
SMILES,Platelet DG rel,GSK3beta inhib,aSyn 5UTR inh,GSK3 alpha inh,HSF-1 act,KLF5 inh,HSP90 inh,DYRK1A inh,IEC-6 tox,HSF1 inhib
Cc1sc2ncnc(NCCCN3CCCC3=O)c2c1C,-2,-10,10,37,-11,-3,1,-5,4,-2
CN1CCc2c(sc(NC(=O)c3cc(Cl)sc3Cl)c2C(N)=O)C1,2,-2,-35,-1,-20,-11,-3,/,5,-17

# (listing goes on)
SMILES,Platelet DG rel,GSK3beta inhib,aSyn 5UTR inh,GSK3 alpha inh,HSF-1 act,KLF5 inh,HSP90 inh,DYRK1A inh,IEC-6 tox,HSF1 inhib
COc1ccc(-c2cc(C)no2)cc1S(=O)(=O)N1CCN(C(=O)c2ccco2)CC1,-9,2,-2,1,-18,-21,2,/,3,-4
O=S(=O)(Nc1ccccc1Cl)c1ccc(NS(=O)(=O)c2cccs2)cc1,0,4,5,-1,6,10,4,8,7,-1
CC/C(=C/c1sc2ccc(C)cc2[n+]1CCCS(=O)(=O)[O-])SC,14,1,19,-1,-15,-31,2,/,0,-11
Cc1nn(-c2ccccc2)c(Cl)c1/C=N/NC(=O)c1ccccc1F,-5,-1,-89,1,26,-153,-2,8,1,14
O=S(=O)(Nc1ccc(Br)cn1)c1cccs1,-4,1,15,-2,-4,-15,1,-1,2,-3
COc1ccc(CCNC(=O)C2CCC(=O)N2Cc2ccccc2Cl)cc1OC (stereo not drawn),-2,0,8,0,-4,-8,-3,-1,0,-3
COc1ccc(NC(C)=O)cc1CNC(=O)COc1ccccc1C(=O)Nc1cccc(C)c1C,-6,0,2,/,-6,-46,1,5,-4,6
Cn1nc(-c2ccc(N3CCOCC3)c(NS(=O)(=O)c3ccc(Cl)cc3)c2)c2ccccc2c1=O,/,/,/,1,/,-2,0,11,2,/
Cc1ccc(S(=O)(=O)N2CCC(=O)N(CCOC(=O)Nc3ccc(F)cc3)CC2)cc1,-1,-4,-19,-1,-7,-7,0,13,5,8
O=C(O)c1cccc(NC(=S)N/N=C/c2cccc(O)c2)c1,-4,1,?,6,-41,20,12,7,-3,?
N#Cc1c(N)nc2c(c1-c1ccc(F)cc1)CCC2,1,-26,29,-2,-2,-15,1,3,-1,-8
COC(=O)C(NNc1ccc(F)cc1)(NC(=O)c1ccccc1)C(F)(F)F (stereo not drawn),/,/,/,-1,/,-1,-3,1,-6,/
O=C(COC(=O)c1ccc([N+](=O)[O-])s1)Nc1ncc(C(F)(F)F)cc1Cl,27,3,-13,0,40,-15,-1,2,3,-2
CCc1c(O)nc(SCC(=O)Nc2nc3ccccc3s2)n(-c2ccccc2)c1=O,4,1,-13,-4,35,-32,0,/,4,-1
O=C(CCn1ccnc1)Nc1ccc2ccccc2c1,10,3,-1,1,-6,-1,0,/,0,-1
COc1cc(C(=O)NCC(=O)N/N=C/c2c(C)[nH]c3ccccc23)cc(OC)c1OC,4,-3,-6,-3,14,-9,4,3,1,-5
CC(=O)Nc1ccc(S(=O)(=O)NCCSCc2ccc(Cl)cc2Cl)cc1,/,-5,-35,0,34,-9,-1,19,-7,20
CCOc1ccc(OCCn2c(SCC(=O)O)nc3ccccc32)cc1,-4,2,12,-4,0,-70,-2,4,-2,8
Cc1cccc(NC(=O)c2cc3c(=O)n4ccccc4nc3s2)c1,14,-2,-61,-1,33,-39,-6,3,3,12
COc1ccc(-c2nnc3ccc(SCC(=O)NCc4ccco4)nn23)cc1OC,-11,3,2,-2,-1,-14,-2,9,9,-6
N#C/C(=C/c1ccc(O)c(O)c1)C(=O)NCc1ccc(Cl)cc1,-1,-3,-19,2,15,-9,-9,34,8,26
CN1C=CC(=CC=C2C=CC(=O)C=C2)C=C1,0,-2,5,1,-11,-4,1,1,0,0
COc1cccc(NC(=O)c2cc(S(=O)(=O)N3CCc4ccccc43)cn2C)c1,-7,-1,10,-1,-3,-24,0,5,7,9
FC(F)C(F)(F)c1cc(-c2ccccc2)n[nH]1,-3,3,-49,-2,-8,-17,2,5,2,-6
NS(=O)(=O)c1ccc(CCNC(=O)c2cccnc2)cc1,-2,1,16,-2,10,-28,1,0,0,-4
CCn1nc(C)cc1C(=O)Sc1cccc(Cl)c1,-3,-2,-5,8,18,-5,0,-2,-5,3
Cc1ccc(OCC(=O)Nc2ccc(S(=O)(=O)N3CCOCC3)cc2)c(Br)c1,-16,2,-9,5,18,5,1,-1,-2,8
Cc1nc(NCc2ccco2)c(C#N)c2c1COC(C)(C)C2,-4,0,17,-1,-9,1,0,5,-3,-3

# Assay outcomes (PubChem)

# An excerpt, so the mix of outcomes need not match the whole.
